Source: PubChem BioAssay
RmlCD inh 1536: inhibitors of Mycobacterium tuberculosis RmlC and RmlD coupled enzymes; P9WH09+P9WH11; RmlC+RmlD coupled enzyme assay, percent inhibition; primary screen in compound mixtures; inhibition, % at 3.6 µM; 0.03% of 160,000 active; AID 1533; in the data active means inhibition mostly above about 34%, no sharp cut-off; inconclusive means no clear call, values can overlap the other calls; inactive means mostly below about 22%; further: some results filed as inactive read as strong as hits
Target sequence (P9WH09 whole entry, looked up): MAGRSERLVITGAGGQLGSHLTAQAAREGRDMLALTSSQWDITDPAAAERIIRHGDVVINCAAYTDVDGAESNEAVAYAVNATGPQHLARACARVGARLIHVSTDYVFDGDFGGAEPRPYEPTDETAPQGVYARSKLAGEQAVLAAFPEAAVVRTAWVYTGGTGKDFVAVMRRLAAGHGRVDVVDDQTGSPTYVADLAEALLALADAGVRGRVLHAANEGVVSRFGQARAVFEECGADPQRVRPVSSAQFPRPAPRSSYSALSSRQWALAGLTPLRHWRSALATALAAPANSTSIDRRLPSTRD
Target sequence (P9WH11 whole entry, looked up): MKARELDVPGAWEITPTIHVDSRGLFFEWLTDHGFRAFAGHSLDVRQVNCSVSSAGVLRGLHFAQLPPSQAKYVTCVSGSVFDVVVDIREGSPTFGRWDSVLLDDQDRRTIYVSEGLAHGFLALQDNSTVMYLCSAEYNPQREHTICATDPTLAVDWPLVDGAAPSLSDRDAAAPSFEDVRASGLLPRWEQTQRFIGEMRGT
GlmU inhibition: inhibition of mycobacterial GlmU enzyme – biochemical, glucosamine-1-phosphate acetyltransferase (AID 1376). M. tuberculosis GlmU acetyltransferase enzyme assay; higher % means a stronger effect. inhibition, %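 (tested at 30 µM in the primary screen)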; hits with a dose series show IC50 in µM. 0.25% of 220,000 active; in the data active means inhibition above about 13%; inconclusive means no clear call, values can overlap the other calls;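 further: 0% = complete reaction with vehicle and 100% = reaction without substrate; strong numbers were not always called active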
* hit, by the source's call; ? = inconclusive; nt = not tested or not shown.

nr	canonical_smiles	RmlCD inh 1536	GlmU inhibition
1	CCN(CC)Cc1c(C(=O)N2CCc3ccccc3C2)nc2ccc(Cl)cn12	6	-0.9%
2	CN1CCN(c2oc(Cc3cccc4ccccc34)nc2C#N)CC1	-8	5.6%
3	COC(=O)/C(=C1/Oc2ccc(C)cc2S1)C(F)(F)F	-11	7.4%
4	O=c1c2cccnc2[nH]c(=S)n1CCCN1CCN(c2ccc(F)cc2)CC1	15	4.2%
5	CN(C)C(/C=C/Nc1ccc(O)cc1)=C(C#N)C#N	-11	-1.6%
6	CCn1c2ccc(/C(C)=N\O)cc2c2cc(/C(C)=N\O)ccc21	nt	-1.3%
7	CCOCc1cnc(C)nc1NCC(=O)c1c(C)n(C)c2ccc(OC)cc12	-7	-0.9%
8	CCCCCc1cc(=O)oc2c(C(CCN3CCCC(C)C3)c3ccc4c(c3)OCO4)c(OC)cc(OC)c12 (configuration not stated)	nt	3.2%
9	N#Cc1ccccc1NC(=O)Nc1cccs1	nt	-3.5%
10	COc1cccc(CNC(=O)c2nnn(CC(=O)Nc3ccc(C)c(C)c3)c2N)c1	nt	0.8%
11	CC(C)(C)OC(=O)N1CCN(c2ccc(NC(=O)Cn3nnc(-c4ccccc4)n3)cc2)CC1	nt	-0.7%
12	COCCCNC(=O)CN(c1cc(Cl)ccc1OC)S(=O)(=O)c1ccc(C)c([N+](=O)[O-])c1	-4	5.6%
13	O=C(COC(=O)Cc1ccc(Cl)cc1)Nc1cc(S(=O)(=O)N2CCOCC2)ccc1N1CCCC1	nt	-0.5%
14	CC(C)(C)c1ccccc1NC(=S)NCc1ccccc1	6	-2.5%
15	Cc1c(NC(=O)c2c(N)sc3c2CCCC3)c(=O)n(-c2ccccc2)n1C	6	3.0%
16	CCOC(=O)C1CCN(S(=O)(=O)c2cccc(-c3cn4cc(C)ccc4n3)c2)CC1	nt	-0.4%
17	COC(=O)CN1C(=S)N(c2ccc(F)cc2)C(=O)C1CC(=O)Nc1ccc(F)cc1 (configuration not stated)	nt	0.5%
18	COc1cc(NS(=O)(=O)c2ccc(NC(=O)/C(=C\c3ccccc3OC)NC(=O)c3ccccc3)cc2)nc(OC)n1	nt	-3.9%
19	CC(=O)Nc1cc(C(=O)OCc2cccc([N+](=O)[O-])c2)ccc1C	4	1.2%
20	O=C(Cn1c(=O)c2c(ncn2Cc2ccccc2)n(Cc2ccccc2)c1=O)NC1CC1	-2	-1.9%

Profiles, quoted from the list.
Record of O=C(Cn1c(=O)c2c(ncn2Cc2ccccc2)n(Cc2ccccc2)c1=O)NC1CC1 = RmlCD inh 1536 = -2; GlmU inhibition = -1.9%
Record of Cc1c(NC(=O)c2c(N)sc3c2CCCC3)c(=O)n(-c2ccccc2)n1C = RmlCD inh 1536 = 6; GlmU inhibition = 3.0%

(cont.)
nr	canonical_smiles	RmlCD inh 1536	GlmU inhibition
21	c1ccc(CCC2=NCCn3cccc32)cc1	-5	9.8%
22	CCOc1ccccc1NC(=O)C1CC2CCCC(C1)C2=O (configuration not stated)	nt	-3.9%
23	CCCCn1c(CCNC(=O)c2cccs2)nc2ccccc21	?	-3.4%
24	CCN(CC(=O)N1CCc2ccccc2C1)S(=O)(=O)c1ccc2ccccc2c1	6	0.0%
25	CC1Cc2ccccc2N1c1ncnc(N)c1[N+](=O)[O-] (configuration not stated)	nt	0.8%
26	CN(C)c1nc2sc3c(c2c(=O)n1C)CC(C)(C)OC3	nt	2.0%
27	COc1cccc(C2=NOC(C(=O)Nc3cccnc3Cl)C2)c1 (configuration not stated)	-7	1.8%
28	COc1ccc(CN=C(Nc2ccccc2)SC2CC(=O)N(C)C2=O)cc1 (configuration not stated)	-2	-2.5%
29	O=c1cc(-c2ccccc2)oc2ccc(O)cc12	23	-0.8%
30	Cc1ccc(NC(=O)COC(=O)CSC(=S)N2CCOCC2)cc1	8	3.5%
31	CN(CCO)C(=O)c1ccc(-c2nn(C)c(=O)c3ccccc23)cc1	0	0.3%
32	CCn1cc(C(=O)OCC(=O)N(C)C2CCS(=O)(=O)C2)c(=O)c2ccc(C)nc21 (configuration not stated)	nt	0.7%
33	Fc1cccc(F)c1-c1nc2c(s1)CCc1onc(-c3ccc(Br)cc3)c1-2	nt	-5.6%
34	Cc1ccc(NC(=O)C2=NNC(=O)CC2)cc1F	-3	nt
35	O=C(NCC(c1ccc(F)cc1)N1CCOCC1)c1ccc(Br)o1 (configuration not stated)	-8	2.8%
36	COc1ccc(-c2nn(-c3ccccc3)cc2C2CC(c3cccs3)=NN2C(=O)CCC(=O)O)cc1 (configuration not stated)	29	0.0%
37	CCOC(=O)c1sc2ncnc(NCc3ccco3)c2c1C	0	-1.4%
38	C/C(=N\Nc1ccc([N+](=O)[O-])cc1[N+](=O)[O-])c1cc2c(ccc3ccccc32)oc1=O	nt	-0.1%
39	CCN1C(=O)C(C(=O)NC(C)c2ccccc2)C2CC1(C)Oc1ccccc12 (configuration not stated)	nt	-0.1%
40	COc1ccc(NS(=O)(=O)c2ccc3nc(COc4ccc(Cl)c(C)c4)[nH]c3c2)cc1	7	-7.1%
41	CC(/C=C/c1ccc2c(c1)OCO2)=N/NC(=O)c1ccncc1	14	0.4%
42	N#C/C(=C\C=C\c1ccccc1)c1nc(-c2ccc(Cl)cc2)cs1	17	1.0%
43	CSc1nnc([C@H](Cc2c[nH]c3ccccc23)NC(=O)OC(C)(C)C)o1	6	2.4%
44	Cc1nnc(NC(=O)c2sc3nc(-c4cccs4)cc(C(F)(F)F)c3c2N)s1	-10	1.4%
45	CCOCCCNCC(=O)Nc1ccc(S(=O)(=O)NC(C)CC)cc1 (configuration not stated)	6	-3.3%
46	O=C(CCC(=O)N1CCN(S(=O)(=O)c2ccc(Cl)cc2)CC1)Nc1ccc2ccccc2c1	-6	0.9%
47	Cc1ccc(C2CC2c2n[nH]c(=S)n2-c2ccc(Cl)cc2)cc1 (configuration not stated)	-9	2.0%
48	O=c1cc(N2CCC3(CC2)OCCO3)[nH]c(=O)n1C1CCCCC1	-2	-1.7%
49	O=C(O)c1[nH]c2ccccc2c1CC(=O)N1CCN(c2ccccc2)CC1	-7	-0.4%
50	Cc1csc2ncc(C(=O)Nc3ccccc3Cl)c(=O)n12	nt	-4.0%
51	CCc1c(C)nc2ncnn2c1Nc1ccc(C)c(C)c1	nt	-2.2%
52	CCN(CCCn1c(=S)[nH]c2ncccc2c1=O)c1ccccc1	7	1.1%
53	Cc1ccc(C(=O)NC(C)c2ccc(F)cc2)cc1 (configuration not stated)	-8	-6.4%
54	COC(C[C@@H]1O[C@H]1C(=O)COCc1ccccc1)OC	nt	-2.3%
55	O=C(/C=C/Nc1ccc(Nc2ccccc2)cc1)c1cccs1	nt	-1.0%
56	O=C(Nc1ccccc1C(F)(F)F)c1ccccc1Br	-9	3.8%
57	O=C(Cn1c(O)c(/C=C2\C=Nc3ccccc32)sc1=O)N1CCOCC1	-1	6.0%
58	CCOC(=O)C1=NNC(C(=O)c2ccc(Cl)cc2)C1c1ccccc1 (configuration not stated)	nt	-3.0%
59	O=c1[nH]c(=O)n(Cc2ccco2)c(O)c1C=NCCN1CCOCC1	-5	1.6%
60	CCn1nnnc1SCC(=O)Nc1cc(OC)cc(OC)c1	nt	9.1%
61	COc1ccc(/C=N/NC(=O)C2CCN(c3ncc(C(F)(F)F)cc3Cl)CC2)cc1	-10	-3.9%
62	CC(C)n1cnnc1SCC(=O)Nc1ccc(Br)cc1F	-11	1.6%
63	Cc1cc(CSC(=N)N)c(CSC(=N)N)cc1C	nt	-17%
64	COc1ccc2cc(C3NC(=O)c4ccccc4N3)c(Cl)nc2c1 (configuration not stated)	-2	-7.0%
65	O=C(c1cccc(Cl)c1)N1CCN(C2CCCCCC2)CC1	6	-5.0%
66	OC(CNCc1ccc(Cl)cc1)(c1ccccc1)c1ccc(F)cc1 (configuration not stated)	3	-6.5%
67	COc1ccc(-c2noc(N(C)CC(=O)Nc3cccc(C(F)(F)F)c3)n2)cc1	nt	1.4%
68	Cn1c(Cl)nc2ccccc21	nt	1.4%
69	CC1CCCCN1CC(=O)Nc1ccc(N2CCCCCC2)cc1 (configuration not stated)	4	-1.5%
70	COc1ccc(S(=O)(=O)NCC2CCCN(C(=O)CC3CCCC3)C2)cc1 (configuration not stated)	nt	-5.2%

Next section.
nr	canonical_smiles	RmlCD inh 1536	GlmU inhibition
71	Cc1[nH]c2ccccc2c1C(C[N+](=O)[O-])c1ccco1 (configuration not stated)	1	-2.0%
72	O=C1COCCOCCOCCOCC(=O)NCCN1	9	-4.8%
73	CSc1ccc(/C=N/NC(=O)c2ccc(O)cc2)cc1	12	0.3%
74	Cc1ccc(N2CN=c3s/c(=C\c4cccnc4)c(=O)n3C2)cc1	nt	-5.7%
75	Cc1ccsc1C1C(C#N)=C(N)N(N(C)C)C2=C1C(=O)CCC2 (configuration not stated)	-6	9.6%
76	CC(C)c1nc2sc3c(=O)[nH]cnc3c2c2c1CCCC2	nt	5.2%
77	Cc1ccc2c(c1)NC(=O)C(CC(=O)NC1CCCCC1C)O2 (configuration not stated)	nt	2.4%
78	O=C(COC(=O)c1c(Cl)ccc(Cl)c1Cl)NC(=O)NCc1ccccc1	0	-0.8%
79	CSCCC(NC(=O)c1ccc(Cl)cc1)C(=O)OCC(=O)c1ccc[nH]1 (configuration not stated)	-3	-1.2%
80	CCOC(=O)C1(Cc2ccccc2)CCN(Cc2ccon2)CC1	-1	4.0%
81	OC(CNCCc1ccc(C(F)(F)F)cc1)COc1cccc2ccccc12 (configuration not stated)	-14	-7.1%
82	CC(=O)NCC(=O)N(c1c(C)n(C)n(-c2ccccc2)c1=O)C1(C(=O)NC2CCCC2)CCCCC1	-9	nt
83	CC1CCCN(c2nc3c(c(=O)n(C)c(=O)n3C)n2CCSc2nc3ccccc3s2)C1 (configuration not stated)	-9	nt
84	CCOC(=O)CSc1nnc(CSc2nc3sc4c(c3c(=O)[nH]2)CCC4)n1-c1ccccc1	-6	-2.9%
85	N=c1n(CCO)c2ccccc2n1Cc1ccccc1Cl	nt	-0.7%
86	CCOc1ccccc1NC(=S)NC(=O)CCCOc1ccc(Cl)cc1Cl	12	-1.5%
87	Cc1ccc(NC(=O)N(Cc2cccnc2)Cc2ccco2)cc1C	nt	0.5%
88	CC(=O)C1=C(O)C(=O)N(c2cccnc2)C1c1ccc([N+](=O)[O-])cc1 (configuration not stated)	3	3.9%
89	CN(c1ccc(OCC(=O)OCC(=O)NC2CCCC2)cc1)S(=O)(=O)c1ccc2ccccc2c1	7	-4.3%
90	Cc1ccc(-n2c(O)c(C=NCC3CCCO3)c(=O)[nH]c2=O)c(C)c1 (configuration not stated)	-4	0.4%
91	O=C(N/N=C/c1cccc([N+](=O)[O-])c1)c1ccc(COc2ccccc2-c2ccccc2)cc1	nt	-4.9%
92	Cn1cccc1-c1nc2ccc(NC(=O)c3cccs3)cc2[nH]1	9	0.7%
93	O=C(c1cc(COc2ccc(F)cc2F)on1)N1CCCC(c2ccccc2)C1 (configuration not stated)	-4	-2.4%
94	Cc1ccc(NC(=O)COC(=O)/C=C/c2cccs2)cc1	3	3.5%
95	c1cncc(C(c2nnnn2C2CCCCC2)N2CCN3CCCC3C2)c1 (configuration not stated)	nt	-2.6%
96	CC1(C)Cc2ccccc2-c2nc(NCCCO)[nH]c(=O)c21	nt	4.8%
97	O=C(NCCc1ccc(Cl)cc1)C1CCN(S(=O)(=O)c2cccc3nonc23)CC1	nt	1.2%
98	COc1ccc(OC)c(CNC(=O)COc2cc(=O)n(C)c3ccccc23)c1	nt	1.2%
99	O=C(Nc1ccc2ncccc2c1)Nc1ccc2ncccc2c1	-15	1.1%
100	N#C/C(=C(/O)c1cccc(F)c1)c1nc2ccccc2s1	nt	3.3%
101	CCn1c(SCC(=O)NCc2ccco2)nnc1-c1ccncc1	-5	-0.9%
102	S=c1nc(Cc2ccc(Cl)cc2)[nH]c2ccccc12	-7	7.6%
103	COc1ccc(-c2[nH]ncc2CN2CCC(C(=O)c3ccc(F)cc3)CC2)cc1	nt	0.3%
104	O=C(c1ccc(F)cc1)c1cnc(Nc2ccccc2)s1	-7	-2.5%
105	O=C(Oc1ccc2[nH]cc(CCN3C(=O)c4ccccc4C3=O)c2c1)c1ccco1	nt	-3.7%
106	O=C1C2CCCN2C(c2ccccc2)N1c1nccs1 (configuration not stated)	25	-4.0%
107	CC(C)CCNC(=O)C1CC(=O)N(C2CCCC2)C1 (configuration not stated)	15	7.6%
108	CCOc1nc(NCCN2CCOCC2)nc(Nc2ccc(C)cc2)n1	-9	-0.6%
109	Cc1cc([N+](=O)[O-])nn1CC(=O)Nc1cnc2ccccc2c1	-10	-2.6%
110	O=C(CN1C(=O)NC2(CCCCCC2)C1=O)N1CCC(Cc2ccccc2)CC1	nt	-4.9%

Taken from above for reference:
nr	canonical_smiles	RmlCD inh 1536	GlmU inhibition
107	CC(C)CCNC(=O)C1CC(=O)N(C2CCCC2)C1 (configuration not stated)	15	7.6%
108	CCOc1nc(NCCN2CCOCC2)nc(Nc2ccc(C)cc2)n1	-9	-0.6%
109	Cc1cc([N+](=O)[O-])nn1CC(=O)Nc1cnc2ccccc2c1	-10	-2.6%
110	O=C(CN1C(=O)NC2(CCCCCC2)C1=O)N1CCC(Cc2ccccc2)CC1	nt	-4.9%

Next part
nr	canonical_smiles	RmlCD inh 1536	GlmU inhibition
111	Cc1ccc(-c2csc(N3CCC(NS(=O)(=O)c4ccc5c(c4)OCCO5)CC3)n2)cc1	7	6.1%
112	COc1ccccc1C1=NC(c2ccc(C)cc2)N=C1C (configuration not stated)	60	-1.9%
113	COc1ccc(Cl)cc1C(=O)NNC(=S)NC(=O)/C=C/c1ccco1	-9	3.9%
114	O=C(NCc1ccco1)/C(=C/c1ccco1)NC(=O)c1ccc(Br)o1	-8	2.6%
115	C=CCOn1c(C)c(C(C)=O)c2c3no[n+]([O-])c3ccc21	nt	-2.2%

An excerpt; count on the stated rates, not on these rows.
